# Bioassay records: PubChem, NCI
# All columns: NCI-60 one-dose screen, growth in % after 48 h at 10 µM unless noted; 100 = growth as untreated, 0 = no growth, -100 = all killed.
# KM12: KM12 colon cancer cells; 5% of 82,000 active
# HCC-2998: HCC-2998 colon cancer; 4.7% of 79,000 active; AID 1794799
# SNB-19: SNB-19 CNS cancer cells; 2.5% of 81,000 active; AID 1794751
# HCT-116: HCT-116 colon cancer; 7.3% of 82,000 active
# SW-620: SW-620 colon cancer; 5.2% of 82,000 active
# HCT-15: HCT-15 colon cancer; 5.2% of 82,000 active
# SF-295: SF-295 CNS cancer cells. 5.6% of 79,000 active
# SNB-75: SNB-75 CNS cancer; 5% of 79,000 active; AID 1794750
# SF-539: SF-539 CNS cancer; AID 1794752; 6.8% of 81,000 active
# * hit, by the source's call; . = no result given; & = joins results of further samples; [ ] = remark or other dose. Rule for the calls: active = growth percent below 10; inactive = the rest. Compounds were not picked by outcome; overall some 11% were active at least once.
SMILES,KM12,HCC-2998,SNB-19,HCT-116,SW-620,HCT-15,SF-295,SNB-75,SF-539
NS(=O)(=O)c1ccc(NC(=O)CNNc2nc3ccccc3c(=O)n2-c2ccccc2)cc1,100,90,97,99,95,97,105,69,97
Cn1cc(-c2nc(-c3cccnc3)cs2)c2cccnc21,70,105,92,95,90,74,90,86,93
O=C(OCC(=O)c1cc2ccccc2o1)c1ccc(NS(=O)(=O)c2cccs2)cc1,102,108,124,95,106,110,139,253,94
CCOC(=O)c1sc(/N=C2\C(=O)Nc3ccc(Cl)cc32)nc1C,97,101,101,96,104,109,100,77,97
Nc1nc2c(C(=O)Nc3ccc(Cl)cc3)c(Nc3ccc(Cl)cc3)nn2c(-c2ccc(Cl)cc2)c1-c1nc2ccccc2s1,106,108,99,96,102,99,100,94,93
CSc1nnc(-c2cnn(CC(O)c3ccccc3)c2N)n1-c1ccccc1 (stereo not given),103,100,96,98,94,97,96,94,101
S=C1CC2CCCC(C2)N1 (stereo not given),106,118,106,106,108,104,98,99,106
C=CCn1c(-c2nc3ccc(C(=C(C#N)C#N)c4ccccc4)cc3[nH]2)cc2cc(-c3ccc(C(C)=O)cc3)ccc21,91,109,99,88,99,61,97,101,78
COc1ccc(-c2nc3ccc(-c4nnc(SCC(=O)Nc5ccc(C(=O)/C=C/c6ccccc6)cc5)o4)cc3[nH]2)cc1OC,99,123,107,90,104,92,95,90,84
CC/C(=C(/c1ccc(Cl)cc1)c1ccc(OCCCN(C)C)cc1)c1ccc(Cl)cc1,105,101,104,83,94,98,105,101,104
CCCCNC(=O)c1ccc(OCC)cc1,106,104,105,90,98,105,106,102,104
O=C(N/N=C/c1ccc(Br)cc1)c1ccc(Cc2n[nH]c(=O)c3cccnc23)cc1,109,94,95,99,107,97,93,98,103
Cc1nn(-c2ccccc2)c(Oc2c(Cl)cccc2Cl)c1/C=N/N=c1\sc2ccccc2n1C,44,71,50,30,35,25,54,86,50
Brc1cccc(-n2ncc3c(Nc4ccc(-c5nnc(Nc6ccccc6)s5)cc4)ncnc32)c1,98,103,108,98,110,102,102,94,100
O=c1[nH]c2ccccc2cc1CSc1ccc(Nc2nccc(-c3ccc(C(F)(F)F)cc3)n2)cc1,47,48,33,7.0*,31,30,-63*,19,12
Cn1c2c(c3ccc(Cl)c(Cl)c31)C(C#N)C1(CCN(C(=O)OC(C)(C)C)CC1)NC2=O (stereo not given),101,104,76,87,106,89,.,78,90
C=CCc1cc(Cl)ccc1O,100,110,94,96,94,103,98,66,96
O=C1c2cc([N+](=O)[O-])ccc2-c2cc(Br)c(N=C(NO)C(F)(F)F)cc21,92,111,103,93,118,99,98,60,91
NS(=O)(=O)c1ccc(Nc2nc(N/N=C/c3ccc(C(F)(F)F)cc3)nc(Nc3ccccc3)n2)cc1,22,53,34,9.7*,55,31,4.7*,42,24
COc1ccc(-c2cc(C#N)c(/N=C\NNC(=O)c3cccnc3)o2)cc1,106,106,102,111,102,101,102,97,102
CC1(C)C(=O)/C(=C\c2ccco2)C[C@]2(C)[C@H]3C(=O)C=C4[C@@H]5C[C@](C)(C(=O)N6CCNCC6)CC[C@]5(C)CC[C@@]4(C)[C@]3(C)CC[C@@H]12,111,104,93,113,110,109,105,94,104
CC(C)=NNc1ccc([N+](=O)[O-])cc1[N+](=O)[O-],86,87,98,83,86,62,70,.,96
Nc1cc(-c2c[nH]c3ccc(Br)cc23)nc2cc(-c3c[nH]c4ccc(Br)cc34)nn12,-23*,-3.6*,41,-72*,5.9*,2.6*,6.5*,42,-4.7*
CC(=O)CC1(O)C(=O)Nc2ccc([N+](=O)[O-])cc21 (stereo not given),112,114,99,105,103,104,104,98,93
NC1C(N)C(N)C1N (stereo not given),119,100,94,103,106,109,126,72,100

# 14 entries out of the list, arranged by length of the SMILES, descending:
SMILES,KM12,HCC-2998,SNB-19,HCT-116,SW-620,HCT-15,SF-295,SNB-75,SF-539
COc1ccc(-c2nc3ccc(-c4nnc(SCC(=O)Nc5ccc(C(=O)/C=C/c6ccccc6)cc5)o4)cc3[nH]2)cc1OC,99,123,107,90,104,92,95,90,84
NS(=O)(=O)c1ccc(Nc2nc(N/N=C/c3ccc(C(F)(F)F)cc3)nc(Nc3ccccc3)n2)cc1,22,53,34,9.7*,55,31,4.7*,42,24
O=c1[nH]c2ccccc2cc1CSc1ccc(Nc2nccc(-c3ccc(C(F)(F)F)cc3)n2)cc1,47,48,33,7.0*,31,30,-63*,19,12
Nc1cc(-c2c[nH]c3ccc(Br)cc23)nc2cc(-c3c[nH]c4ccc(Br)cc34)nn12,-23*,-3.6*,41,-72*,5.9*,2.6*,6.5*,42,-4.7*
Cc1nn(-c2ccccc2)c(Oc2c(Cl)cccc2Cl)c1/C=N/N=c1\sc2ccccc2n1C,44,71,50,30,35,25,54,86,50
NS(=O)(=O)c1ccc(NC(=O)CNNc2nc3ccccc3c(=O)n2-c2ccccc2)cc1,100,90,97,99,95,97,105,69,97
O=C(N/N=C/c1ccc(Br)cc1)c1ccc(Cc2n[nH]c(=O)c3cccnc23)cc1,109,94,95,99,107,97,93,98,103
CC/C(=C(/c1ccc(Cl)cc1)c1ccc(OCCCN(C)C)cc1)c1ccc(Cl)cc1,105,101,104,83,94,98,105,101,104
O=C(OCC(=O)c1cc2ccccc2o1)c1ccc(NS(=O)(=O)c2cccs2)cc1,102,108,124,95,106,110,139,253,94
COc1ccc(-c2cc(C#N)c(/N=C\NNC(=O)c3cccnc3)o2)cc1,106,106,102,111,102,101,102,97,102
Cn1cc(-c2nc(-c3cccnc3)cs2)c2cccnc21,70,105,92,95,90,74,90,86,93
CCCCNC(=O)c1ccc(OCC)cc1,106,104,105,90,98,105,106,102,104
S=C1CC2CCCC(C2)N1 (stereo not given),106,118,106,106,108,104,98,99,106
NC1C(N)C(N)C1N (stereo not given),119,100,94,103,106,109,126,72,100

# Further entries
SMILES,KM12,HCC-2998,SNB-19,HCT-116,SW-620,HCT-15,SF-295,SNB-75,SF-539
O=S(=O)(NCCCNc1cc(-c2cn(-c3ccccc3)nc2-c2ccccc2)ccn1)c1ccc(Br)cc1,60,79,86,51,81,55,42,70,68
CC(=O)CN(C(C)=O)c1ccccc1,107,102,105,108,105,105,.,111,96
CCCCN1C(=O)c2c(/C=C/C(=O)OC)ccc3c(OC)cc(/C=C/C(=O)OC)c(c23)C1=O,88,97,94,85,94,85,88,82,99
CCCCC(CC)C(C(C)=O)N(C)C (stereo not given),102,91,97,94,107,100,125,85,102
N=C(N)n1c(N)nc2ccccc2c1=O,111,100,96,95,108,104,98,93,98
CC1(C)C2C3CCC2C2C[S+]1CC23,105,108,102,105,102,110,103,106,116
CC(=O)Nc1cccc(-c2[nH]c3ccccc3c2C=O)c1,90,105,93,99,102,96,97,77,100
O=C(Nc1ccc(Nc2ccncc2)cc1)c1ccc(Nc2ccnc3ccc([N+](=O)[O-])cc23)cc1[N+](=O)[O-],2.1*,104,30,54,97,87,19,86,53
CC(C)NC(=O)OCc1c(COC(=O)NC(C)C)c(-c2ccc(Cl)c(Cl)c2)n2c1SCC2,78,73,.,30,45,48,27,28,32
NS(=O)(=O)c1ccc(CCN2C(=O)c3cccc4cccc(c34)C2=O)cc1,101,100,104,95,111,102,101,89,96
COc1ccc2cc(-c3nc4ccccc4s3)c(Cl)nc2c1OC,101,105,94,108,94,97,108,82,99
CCCCNCCCC,100,116,106,104,103,102,.,78,104
O=C(/C=C/c1ccccn1)c1ccc(OCc2nnc(-c3ccc(Cl)cc3)o2)cc1,-70*,28,52,-72*,-44*,19,.,51,-4.0*
COc1ccc(NC(=O)C2c3ccccc3C(=O)N(CC(C)C)C2c2cccs2)cc1Cl (stereo not given),.,93,110,79,98,86,95,80,106
Cc1cc2c(c(C)c1Cl)C(=O)/C(=C/c1cccc([N+](=O)[O-])c1)O2,103,102,97,103,104,100,95,102,95
Nc1nc2c(-c3ccc([N+](=O)[O-])cc3)nnn2c2cccc(Cl)c12,98,111,.,105,102,98,93,93,96
Fc1ccc(-c2cn3c(nc4ccccc43)c(-c3ccccc3)n2)cc1,92,99,103,89,96,94,103,69,90
CN(C)CCOc1nc2c3cccnc3cc(-c3cccc(Cl)c3)c2c2ncccc12,14,-79*,26,-81*,-44*,-11*,28,38,36
Cc1cc(C)nc(NS(=O)(=O)c2ccc(Nc3nc4nc(NCc5ccccc5)nc(-c5ccc(O)cc5O)c4c(=O)[nH]3)cc2)n1,82,99,88,99,89,92,104,77,99
c1ccc(CSc2nnc(NC3CCCCC3)s2)cc1,98,107,102,102,108,95,103,90,99
CCOC(=O)c1cc2c(=O)oc3ccccc3c2oc1=O,110,102,105,109,105,96,110,82,100
CNC(=O)C(C)C1C(=O)/C(=C(O)/C=C\C(C)=C\C(C)C2OC3(C)OC(C=CC34CO4)C2C)C(=O)N1C1CCC(O)C(C)O1 (stereo not given),101&111,102&116,94&106,105&98,95&105,104&58,99&92,79&44,104&97
O=C(N/N=C(\CS(=O)(=O)c1ccccc1)c1cc2ccccc2oc1=O)c1ccccc1,108,106,100,112,105,107,101,93,103
O=C1N/C(=N\c2nccs2)S/C1=C\C=C/c1ccccc1,38,76,27,12,41,28,22,83,13
C=C(CN(C)C)C(=O)O,108,107,105,116,111,102,111,94,114
# Other records
SMILES,KM12,HCC-2998,SNB-19,HCT-116,SW-620,HCT-15,SF-295,SNB-75,SF-539
COc1cccc(Sc2nc(N)nc3c2CCN(Cc2ccc(OC)cc2OC)C3)c1,99,98,91,69,97,77,102,78,92
O=Cc1cc([N+](=O)[O-])ccc1O,102,111,99,95,102,96,92,107,92
COc1ccccc1N(C(C)=O)C1=C(Cl)C(=O)c2ccccc2C1=O,-11*,20,34,-29*,-65*,4.3*,-36*,25,-31*
CCC(=O)Oc1ccc(/C(=C(/C)Cc2ccc(OC)cc2)c2ccc(OCCCN(C)C)cc2)cc1,102,101,105,95,107,105,103,99,112
Cc1onc(-c2c(F)cccc2Cl)c1-c1ncc(-c2ccc(Br)cc2)o1,36,59,43,18,36,18,36,66,40
NC(=S)N/N=C/C(F)(F)F,114,114,122,117,109,107,105,81,104
CN1C(=O)N(C)C2(c3ccccc3)n3c(s/c(=C\c4ccc(Br)cc4)c3=O)=NNC12c1ccccc1 (stereo not given),76,100,70,56,82,80,101,.,64
O=[N+]([O-])c1ccc(-c2cc3c(Nc4ccc(OCc5cccc(F)c5)c(Cl)c4)ncnc3s2)cc1,80,97,68,60,94,63,70,98,99
O=C1c2ccccc2C2=Nc3ccccc3SC(c3cccc(F)c3)C12 (stereo not given),99,102,108,87,101,93,145,83,105
NS(=O)(=O)c1ccc(Nc2nc(SCC(=O)c3ccc(Cl)cc3)nc3c2CCC3)cc1,91,110,97,87,90,93,81,118,91
COc1ccc(NC(=O)Nc2ccc(F)c(C(=O)c3c[nH]c4ncccc34)c2F)cc1,101,129,98,102,125,98,92,.,72
O=C(O)C#Cc1ccc(Cl)cc1Cl,104,106,116,99,107,96,104,89,108
O=C(NCCc1ccccc1)c1ccccc1O,102,101,104,107,104,101,101,98,102
COc1cccc(C(Cc2ccccc2)NCC(C)O)c1OC (stereo not given),100,102,106,78,107,97,99,107,103
CCOc1cc(/C=N\NC(=O)N/N=C/c2ccc(O)c(OCC)c2)ccc1O,21,41,40,25,21,29,18,0.4*,-9.1*
S=C1Nc2c(sc3ccc(Cl)cc23)C(c2cccc(Br)c2)N1 (stereo not given),102,127,98,89,102,99,99,82,106
COc1cccc(/C=C/C(=O)c2ccc(NC(=O)c3cc4cc5cc(OC)ccc5nc4s3)cc2)c1,89,103,102,96,105,99,100,.,105
C=C(C)CCC(=C)C,102,98,.,104,104,107,118,103,102
O=C(Nc1cc(Cl)cc(Cl)c1)C(Cc1cccc[n+]1[O-])c1ccccc1 (stereo not given),109,123,99,89,102,88,94,76,90
Cc1cc(Cl)c2ccc(Cl)c(C)c2n1,102,103,97,96,99,107,109,101,101
CC1(C)OB(c2ccc(Cn3cnc4c(=S)nc[nH]c43)cc2)OC1(C)C,104[50 µM],105[50 µM],100[50 µM],109[50 µM],102[50 µM],100[50 µM],98[50 µM],99[50 µM],102[50 µM]
